Assay outcomes as filed in PubChem BioAssay.
Wnt act – Wnt/beta-catenin pathway activation; Wnt/beta-catenin reporter cell assay, activator, plate reader; activation, % at 9.35 µM; actives 1.2% (n = 300,000); in the data active means activation above about 30%, passing the limit was not always enough;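 further: 0% = neutral control wells and 100% = positive control wells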
Ecoli viability – reduces bacterial viability in AddAB counter-screen. actives 0.27% (n = 330,000). inhibition, % at 11.9 µM. E. coli V3065 growth, OD600 absorbance, 18 h;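 active means inhibition above the campaign's mean inhibition across all tested compounds plus 3 SD, cut at about 9.9% in these data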;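 further: uninfected addAB+ strain grown without phage in ampicillin broth; 0% = DMSO wells and 100% = ciprofloxacin 0.95 µg/ml wells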
phage Ecoli inh – E. coli growth loss with phage present. growth absorbance. inhibition, % at 11.9 µM. actives 0.26% (n = 360,000). AID 651602; in the data active means inhibition above about 11%
MITF TRPM1 HTS – increases MITF-driven TRPM1 promoter luciferase signal; SK-MEL-5 TRPM1-promoter luciferase, 24 h; % of positive control, neutral wells = 0; activation, % at 12.5 µM; actives 0.75% (n = 300,000);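 active means mean activation of at least 80% with every replicate also reaching 80%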;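 further: 0% = neutral control wells and 100% = parthenolide positive control wells; values of inactives mirror those of a sister screen read the other way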
CAL PDZ FP-1 – CAL PDZ (human) peptide binding inhibition | AID 602252 | purified CAL PDZ, TMR-peptide fluorescence polarization, 1 h | inhibition, % at 24.9 µM | Q9HD26 | actives 0.92% (n = 300,000);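 active means mean inhibition of at least 30% with at least half of replicates also reaching 30%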;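 further: 0% = DMSO neutral control and 100% = excess unlabeled competitor peptide PRC23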
AddAB inh – less growth of phage-infected E. coli with AddAB; E. coli expressing H. pylori AddAB, absorbance growth; inhibition, % at 11.9 µM; actives 0.29% (n = 330,000); AID 435030; in the data active means inhibition above about 12%;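 further: 0% = vehicle wells of infected cells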
CAL PDZ FP-2 – inhibitors of human CAL PDZ peptide binding | AID 504414 | actives 0.02% (n = 330,000) | Q9HD26 | inhibition, % at 20 µM | purified CAL PDZ, TMR-peptide fluorescence polarization, 1 h;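 active means highest replicate inhibition of at least 40%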;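 further: plate controls were DMSO neutral control wells for no effect and unlabeled competitor peptide control wells for full effect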
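Assay system – tagged CAL PDZ protein CerCALP, purified · Timing – 1 h at RT · Compound – single point, 20 µM · Measured by – fluorescence polarization from S- and P-plane intensities, G-factor corrected · Evaluation – inhibition from polarization loss · Probe or stimulus – TMR reporter peptide T*-PRC34 · Buffer or medium – pH 7.4 phosphate-saline buffer, reducing agent, detergent, IgG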
SR-BI uptake up – SR-BI HDL lipid transfer activation; CHO ldlA[mSR-BI] cells, DiI-HDL uptake fluorescence, 3 h; 100 = double the neutral-control signal; activation, % at 12.5 µM; actives 0.096% (n = 320,000);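 active means mean replicate activation of at least 60% and every replicate at or above 60%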;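 further: 0% = median plate neutral-control signal and 100% = twice that signal; values of inactives mirror those of a sister screen read the other way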
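Material: SR-BI-overexpressing, LDLR-lacking CHO cells | Dosing: Single compound concentration, delivered by pin transfer | Probe or stimulus: Labelled HDL, 10 µg/mL | Signal: Bottom-read cell fluorescence after medium removal, ex 550/em 595 nm | Schedule: 3 h, 37 °C | Evaluation: HDL uptake via cellular fluorescence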
Tat export inh – inhibitors of E. coli Tat protein transport. actives 0.036% (n = 340,000). E. coli MC4100 TorA-mCherry Tat export, fluorescence. inhibition, % at 10 µM;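 active means mean replicate inhibition at least 50% and at least half of replicates individually reaching 50%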;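 further: exported cargo escapes ClpAP degradation while cytoplasmic cargo is degraded and loses fluorescence; 0% = median of neutral control wells and 100% = median of NaSCN control wells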
SR-BI DiI inh – mouse SR-BI HDL lipid transfer inhibition | Q61009 | ldlA[mSR-BI] CHO cells, DiI-HDL uptake fluorescence, 3 h | inhibition, % at 12.5 µM | actives 0.96% (n = 320,000);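 active means mean replicate inhibition of at least 70% and a set share of replicates each scoring 70 or more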;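 further: 0% = median of neutral control wells and 100% = median of positive control wells; values of inactives mirror those of a sister screen read the other way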
Target sequence (Q61009 whole entry, looked up): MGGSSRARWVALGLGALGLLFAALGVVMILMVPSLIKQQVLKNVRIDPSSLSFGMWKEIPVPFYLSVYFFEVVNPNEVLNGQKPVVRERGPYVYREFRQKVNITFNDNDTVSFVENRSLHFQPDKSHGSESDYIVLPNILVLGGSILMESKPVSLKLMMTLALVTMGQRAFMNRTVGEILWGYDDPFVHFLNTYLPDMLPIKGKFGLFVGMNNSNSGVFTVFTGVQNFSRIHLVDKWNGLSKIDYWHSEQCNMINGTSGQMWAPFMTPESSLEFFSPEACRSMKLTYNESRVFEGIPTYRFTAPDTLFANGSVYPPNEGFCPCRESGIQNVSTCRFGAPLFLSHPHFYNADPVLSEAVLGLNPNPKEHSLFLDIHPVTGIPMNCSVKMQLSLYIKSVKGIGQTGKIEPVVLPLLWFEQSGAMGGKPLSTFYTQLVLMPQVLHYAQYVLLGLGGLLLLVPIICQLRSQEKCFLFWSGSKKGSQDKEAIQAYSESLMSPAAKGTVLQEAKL
* hit, by the source's call.

CCSc1nnc(N2C(=O)CC(c3ccsc3)C3=C2CC(C)(C)CC3=O)s1 (centres undefined) was read as Wnt act -1, Ecoli viability 0.0, phage Ecoli inh 2.1, MITF TRPM1 HTS 2, CAL PDZ FP-1 5, AddAB inh 7.5, CAL PDZ FP-2 0.2, SR-BI uptake up 11, Tat export inh 2 and SR-BI DiI inh -11.
Cc1cccc(-n2ncc3c2CCCC3NC(=O)C2=CC(=O)CC(C)(C)O2)c1C (centres undefined) was read as Wnt act -4, Ecoli viability -0.9, phage Ecoli inh 2.1, MITF TRPM1 HTS -15, AddAB inh 2.7, CAL PDZ FP-2 0.2, SR-BI uptake up -12, Tat export inh 5 and SR-BI DiI inh 12.
For Cc1ncc(S(=O)(=O)c2ccccc2)c(-c2ccccc2)n1 the results were Ecoli viability 0.6, phage Ecoli inh 1.5, MITF TRPM1 HTS -7, CAL PDZ FP-1 0, AddAB inh -0.6, CAL PDZ FP-2 -0.6, SR-BI uptake up 30, Tat export inh -6 and SR-BI DiI inh -30.
For COCCNC(=O)CN(Cc1ccc(Cl)cc1)S(C)(=O)=O the results were Wnt act -2, Ecoli viability 0.7, phage Ecoli inh 2.6, MITF TRPM1 HTS -2, CAL PDZ FP-1 0, AddAB inh 1.2, CAL PDZ FP-2 -0.3, SR-BI uptake up 23, Tat export inh -2 and SR-BI DiI inh -23.
Screening COc1cc(/C(C#N)=C/c2cccc3ccccc23)c([N+](=O)[O-])cc1OC returned Wnt act 1, Ecoli viability -2.0, phage Ecoli inh 3.3, MITF TRPM1 HTS -1, CAL PDZ FP-1 -4, AddAB inh 5.1, CAL PDZ FP-2 -1.0, SR-BI uptake up -11, Tat export inh -5 and SR-BI DiI inh 11.
`C/C(=N\Nc1ccc([N+](=O)[O-])cc1)c1ccc(C#N)cc1` gave Wnt act -3, Ecoli viability 2.0, phage Ecoli inh 1.9, MITF TRPM1 HTS 19, CAL PDZ FP-1 -1, AddAB inh 2.9, CAL PDZ FP-2 -2.1, SR-BI uptake up -78, Tat export inh -1 and SR-BI DiI inh 78*.
For COc1ccc(-n2nnnc2SCc2nc3ccccc3s2)cc1 the results were Ecoli viability 1.2, phage Ecoli inh 2.2, MITF TRPM1 HTS 30, CAL PDZ FP-1 -2, AddAB inh 3.2, CAL PDZ FP-2 -1.8, SR-BI uptake up 3, Tat export inh -5 and SR-BI DiI inh -3.
Screening COc1ccc(-n2ncc3c(=O)n(CC(=O)Nc4ccc5c(c4)OCCO5)cnc32)cc1 returned Wnt act -1, Ecoli viability -3.2, phage Ecoli inh -0.2, MITF TRPM1 HTS 0, CAL PDZ FP-1 -2, AddAB inh 5.4, CAL PDZ FP-2 0.5, SR-BI uptake up -10, Tat export inh 4 and SR-BI DiI inh 10.
Clc1ccc2oc3c(Cl)ncnc3c2c1 was read as Wnt act 1, Ecoli viability 0.9, phage Ecoli inh -1.2, MITF TRPM1 HTS -75, CAL PDZ FP-1 0, AddAB inh 2.6, CAL PDZ FP-2 -0.6, SR-BI uptake up -15, Tat export inh -3 and SR-BI DiI inh 15.
Screening COc1ccc(-c2cn(-c3cccc(C)c3)c(=O)[nH]2)cc1OC returned Wnt act -1, Ecoli viability 0.9, phage Ecoli inh 2.3, AddAB inh 1.9, CAL PDZ FP-2 -0.5, SR-BI uptake up -5, Tat export inh 1 and SR-BI DiI inh 5.
For O=C(O)c1cc(S(=O)(=O)N2CCCC2)ccc1Br the results were Wnt act 1, Ecoli viability 2.3, phage Ecoli inh 2.2, MITF TRPM1 HTS 4, CAL PDZ FP-1 0, AddAB inh 2.3, SR-BI uptake up 23, Tat export inh -6 and SR-BI DiI inh -23.
Screening Cc1sc2ncnc(NCc3ccccc3)c2c1C returned Ecoli viability -0.4, phage Ecoli inh 2.3, MITF TRPM1 HTS -14, CAL PDZ FP-1 -2, AddAB inh 3.2, CAL PDZ FP-2 -0.2, SR-BI uptake up -32, Tat export inh -5 and SR-BI DiI inh 32.
For CCC(=O)Nc1ccc(NC(=O)c2ccccc2)nc1 the results were Wnt act -12, Ecoli viability -1.6, phage Ecoli inh 3.6, MITF TRPM1 HTS -14, CAL PDZ FP-1 -4, AddAB inh 1.7, CAL PDZ FP-2 -2.8, SR-BI uptake up -13, Tat export inh -2 and SR-BI DiI inh 13.
For COc1cc(OC)c2c(-c3ccccc3)cc(=O)oc2c1 the results were Wnt act 0, Ecoli viability -1.0, phage Ecoli inh 1.4, CAL PDZ FP-1 0, AddAB inh 2.9, CAL PDZ FP-2 -0.8, SR-BI uptake up 6, Tat export inh -3 and SR-BI DiI inh -6.
`Cc1cc(C(=O)NCc2ccccc2F)c2ccccc2n1` gave Wnt act -3, Ecoli viability -2.6, phage Ecoli inh 0.8, MITF TRPM1 HTS -8, AddAB inh -0.4, CAL PDZ FP-2 -1.4 and Tat export inh -3.
CN(CCNC(=O)C1CCN(c2ncnc3c2nc2n3CCCCC2)CC1)Cc1ccccc1 was read as Wnt act 5, Ecoli viability -0.9, phage Ecoli inh 2.4, MITF TRPM1 HTS -26, CAL PDZ FP-1 8, AddAB inh 2.6, CAL PDZ FP-2 -4.0, SR-BI uptake up 17, Tat export inh 12 and SR-BI DiI inh -17.
For COc1cccc(NC(=O)c2cc([N+](=O)[O-])ccc2NC(=O)CNCC2CCCO2)c1 (centres undefined) the results were Wnt act -4, Ecoli viability -1.0, phage Ecoli inh 0.8, MITF TRPM1 HTS -13, CAL PDZ FP-1 6, AddAB inh 3.7, CAL PDZ FP-2 -0.6, SR-BI uptake up 13, Tat export inh 1 and SR-BI DiI inh -13.
`NC(=O)C1=CN(Cc2ccc(Cl)cc2)CCC1C(F)(F)F` (centres undefined) gave Wnt act 0, Ecoli viability -0.2, phage Ecoli inh 0.7, MITF TRPM1 HTS 1, CAL PDZ FP-1 -5, AddAB inh -0.4, CAL PDZ FP-2 -0.6, SR-BI uptake up 8, Tat export inh 16 and SR-BI DiI inh -8.
CC1CCCCN1Cc1c(C#N)c2ccccc2n1C (centres undefined) was read as Wnt act -1, Ecoli viability 0.9, phage Ecoli inh 2.1, MITF TRPM1 HTS 2, CAL PDZ FP-1 -2, AddAB inh 1.4, SR-BI uptake up -16, Tat export inh 8 and SR-BI DiI inh 16.
`CS(=O)(=O)Nc1ccc(C(=O)N2CCCCC2)cc1` gave Wnt act 0, Ecoli viability 0.2, phage Ecoli inh 3.0, MITF TRPM1 HTS -1, CAL PDZ FP-1 -4, AddAB inh 2.0, CAL PDZ FP-2 -1.7, SR-BI uptake up -3, Tat export inh 4 and SR-BI DiI inh 3.

2 records picked at random from those above, as already listed:
For COCCNC(=O)CN(Cc1ccc(Cl)cc1)S(C)(=O)=O the results were Wnt act -2, Ecoli viability 0.7, phage Ecoli inh 2.6, MITF TRPM1 HTS -2, CAL PDZ FP-1 0, AddAB inh 1.2, CAL PDZ FP-2 -0.3, SR-BI uptake up 23, Tat export inh -2 and SR-BI DiI inh -23.
CC1CCCCN1Cc1c(C#N)c2ccccc2n1C (centres undefined) was read as Wnt act -1, Ecoli viability 0.9, phage Ecoli inh 2.1, MITF TRPM1 HTS 2, CAL PDZ FP-1 -2, AddAB inh 1.4, SR-BI uptake up -16, Tat export inh 8 and SR-BI DiI inh 16.

More compounds follow.
Screening Cc1ccc(NC(=O)c2ccc(S(=O)(=O)N3CCC(C)CC3)cc2)cc1 returned Wnt act -3, Ecoli viability -2.4, phage Ecoli inh 2.8, MITF TRPM1 HTS -9, AddAB inh 0.2, CAL PDZ FP-2 -0.7, SR-BI uptake up -38, Tat export inh -11 and SR-BI DiI inh 38.
Oc1ccc(-c2csc(Nc3cccc4ccccc34)n2)cc1O was read as Wnt act 0, Ecoli viability 2.1, phage Ecoli inh 1.6, CAL PDZ FP-1 -4, AddAB inh 4.2, CAL PDZ FP-2 0.3, SR-BI uptake up -59, Tat export inh 7 and SR-BI DiI inh 59.
`Cc1ccc(NC(=O)Cn2nc(C)c([N+](=O)[O-])c2C)cc1Cl` gave Wnt act -1, phage Ecoli inh 2.1, MITF TRPM1 HTS 0, CAL PDZ FP-1 2, CAL PDZ FP-2 -2.6, SR-BI uptake up -2, Tat export inh 7 and SR-BI DiI inh 2.
For Cc1ccc(NC(=O)CN(C)C(=O)CCSc2ccc(F)cc2)cc1 the results were Wnt act -1, Ecoli viability 0.7, phage Ecoli inh 1.9, MITF TRPM1 HTS 5, AddAB inh 1.5, CAL PDZ FP-2 -0.8, SR-BI uptake up -24, Tat export inh -6 and SR-BI DiI inh 24.
`CC(c1ccco1)N(C(=O)c1ccc(Cl)s1)c1ccccn1` (centres undefined) gave Wnt act -1, Ecoli viability -5.1, phage Ecoli inh 3.0 and AddAB inh -0.8.
For COc1ccc(C(=O)n2cnc(N)n2)cc1 the results were Ecoli viability -1.8, phage Ecoli inh 2.0, CAL PDZ FP-1 -3, AddAB inh 0.5, CAL PDZ FP-2 -2.0, SR-BI uptake up 19, Tat export inh 4 and SR-BI DiI inh -19.
`CN(CCc1ccccn1)C(=O)CCC1CCCN(C(=O)CN2CCCCCC2)C1` (centres undefined) gave Wnt act -1, Ecoli viability 0.0, phage Ecoli inh 0.5, MITF TRPM1 HTS -5, CAL PDZ FP-1 1, AddAB inh -0.6, CAL PDZ FP-2 -0.1, SR-BI uptake up 22, Tat export inh -2 and SR-BI DiI inh -22.
Screening O=C(CN1CCC(NC(=O)c2ccco2)CC1)Nc1ccccc1C(F)(F)F returned Wnt act -2, Ecoli viability -0.1, phage Ecoli inh 2.6, MITF TRPM1 HTS -9, CAL PDZ FP-1 1, AddAB inh 2.2, CAL PDZ FP-2 -2.7, SR-BI uptake up 14, Tat export inh -7 and SR-BI DiI inh -14.
`COc1cc(NC(=O)C2=C(N3CCOCC3)/C(=C\c3ccc(Cl)cc3Cl)CC2)cc(OC)c1OC` gave Wnt act -2, Ecoli viability 1.4, phage Ecoli inh 3.1, MITF TRPM1 HTS -8, CAL PDZ FP-1 3, AddAB inh -0.9, CAL PDZ FP-2 -0.7, SR-BI uptake up -44, Tat export inh 7 and SR-BI DiI inh 44.
Cc1cccc(OCc2nnc(SC(C)C(=O)Nc3ccc(N4CCOCC4)cc3)o2)c1 (centres undefined) was read as Wnt act -3, Ecoli viability 1.2, phage Ecoli inh 1.2, MITF TRPM1 HTS -3, CAL PDZ FP-1 4, AddAB inh -1.1, CAL PDZ FP-2 -0.6, SR-BI uptake up 14, Tat export inh 1 and SR-BI DiI inh -14.
For CCOC(=O)COc1cccc(C2NC(=O)c3ccccc3O2)c1 (centres undefined) the results were Wnt act 1, Ecoli viability -0.1, phage Ecoli inh 2.8, MITF TRPM1 HTS 3, CAL PDZ FP-1 -2, AddAB inh 0.1, SR-BI uptake up -2, Tat export inh 3 and SR-BI DiI inh 2.
`Cn1c(CSCc2ccccc2)nnc1SCC(=O)Nc1nccs1` gave Wnt act -12, Ecoli viability 1.1, phage Ecoli inh 4.2, CAL PDZ FP-1 2, AddAB inh 0.2, CAL PDZ FP-2 0.3, SR-BI uptake up 40, Tat export inh -7 and SR-BI DiI inh -40.
